CD40 NFkB inh = CD40 pathway inhibition in BL2 cells. BL2 NF-kB luciferase reporter, CD40L-induced, 4 h. inhibition, % at 10 µM. 83,000 compounds, 0.94% hits;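 active = mean inhibition of at least 50% with a set share of replicates also reaching that level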;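 also: 0% = neutral control wells and 100% = IKK inhibitor VII at 50 µM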
Numbers without * were called inactive; [ ] = dose if it differs, or a comment. Not all compounds are listed (hit frequency here may not be typical).

compound	CD40 NFkB inh
COC(=O)c1cc2c(ccn2-c2ccc(F)cc2)n1CC(=O)C(C)(C)C	15
CC(C(=O)NC1CCCCC1)N1CCN(S(=O)(=O)c2cccs2)CC1 (stereo unspecified)	8
Cc1onc(-c2c(Cl)cccc2Cl)c1COC(=O)c1ccc(Cl)cc1	8
Cc1ccc(-c2nn(-c3ccc(F)cc3)cc2C(=O)NC2CCC(O)CC2)cc1 (stereo unspecified)	0
O=C(COC(=O)c1ncc(Cl)c(Cl)c1Cl)NC(=O)c1ccccc1	-8
COC(=O)[C@H](CC(C)C)NC(=O)N1CCC(C)CC1	1
CC(C)[C@H](NC(=O)c1ccccc1Cl)C(=O)OCC(=O)NC(=O)NCc1ccco1	9
Cc1cccc2sc(NC(=O)CCn3cccc3)nc12	-32
CCOC(=O)c1cnc(-n2nc(C)cc2C)nc1N1CCOCC1	8
CC1(C)NC(=O)N(CC(O)COc2ccc(-c3ccccc3)cc2)C1=O (stereo unspecified)	0

Remaining list, next part
compound	CD40 NFkB inh
Cc1ccc(CNC(=O)C2CCC(=O)N(CCCN3CCOCC3)C2)cc1 (stereo unspecified)	4
COc1ccccc1C(=O)O/N=C1/CCCc2c1ccc(OC)c2[N+](=O)[O-]	-2
CN(C)CCCn1c(=O)n(CCc2ccccc2)c(=O)c2c3c(sc21)CCCCC3	-9
CO[C@@H]1CN(C)C(=O)c2cc(NC(=O)c3cnccn3)ccc2OC[C@H](C)NC[C@H]1C	1[25 µM]
COCC(=O)N1CC2(C1)[C@H](c1ccccc1)[C@@H](CO)N2CCC(F)(F)F	2[25 µM]
COc1ccc(N2CCN(S(=O)(=O)c3cc(Br)cnc3N)CC2)cc1	-9
COc1ccccc1C(=O)N1CCN(C(=O)c2ccncc2)CC1	5
O=C(CCC(=O)OC(C(=O)c1ccccc1)c1ccccc1)Nc1ccccc1 (stereo unspecified)	11
CC(C)Cn1c(=O)c(C(=O)NCc2ccccn2)c(O)c2ccccc21	14
CN(C)c1ccc2c(c1)[C@@H]1C[C@H](CC(=O)N3CCc4ccccc4C3)O[C@H](CO)[C@@H]1O2	3[25 µM]

Going on with the list:
compound	CD40 NFkB inh
O=C(c1ccc(-c2ccccc2)cc1)N1CCCC1	-57
Cc1ccc(NC(=O)CCN2C(=O)C3CCCCC3C2=O)c(O)c1 (stereo unspecified)	-9
C[C@@H](NC(=O)C[C@@H]1C=C[C@H](NS(=O)(=O)c2cccc(F)c2)[C@H](CO)O1)c1ccccc1	-1[25 µM]
Cc1cc(C(=O)COC(=O)Cc2n[nH]c(=O)c3ccccc23)c(C)n1CC(F)(F)F	-2
O=C1CCC(C(=O)OCC(=O)c2ccccc2)N1 (stereo unspecified)	11
C/C=C/c1ccc([C@H]2[C@@H](CO)N(c3nc(-c4ccccc4)cs3)[C@H]2C#N)cc1	-2[25 µM]
O=C(CN1C(=O)c2cccc3cccc1c23)NCc1cccnc1	5
CCC(CC)NC(=O)c1ccc2c(c1)OCCO2	-13
COc1ccc(OC)c(CN2CCN(C(=O)c3cccc(S(=O)(=O)Nc4ccccc4OC)c3)CC2)c1	-20
COc1ccc(C2(CNC(=O)C(c3ccccc3)c3ccccc3)CCOCC2)cc1OC	2

The list continues:
compound	CD40 NFkB inh
CC(C)CNC(=O)NC(=O)COC(=O)Cn1cnc2ccccc2c1=O	-1
CCC1CC2CC(NC(C)=O)C1C2 (stereo unspecified)	23
Cc1cc(N)n(-c2ccc(S(N)(=O)=O)cc2[N+](=O)[O-])n1	1
CN1CCN(CCCN2c3ccccc3Sc3ccc(C(F)(F)F)cc32)CC1	10
O=C1CCCC2=C1C(c1ccc(O)c(Br)c1)C1=C(CCCC1=O)N2c1ccccc1	13
CC(=O)c1nc2ccccc2n1CCc1ccccc1	8
COC(=O)c1ccc(S(=O)(=O)N2CCCCC2)o1	-1
COc1ccc(-c2nc(-c3ccccn3)ncc2S(C)(=O)=O)cc1	9
CC(C)COc1ccc(S(=O)(=O)n2cc(F)c(=O)[nH]c2=O)cc1	-104
CC(=O)N1[C@H](C(=O)N[C@@H](C)c2ccccc2)[C@@H](CO)[C@@H]2Cn3c(cccc3=O)[C@@H]21	2[25 µM]

New compounds follow:
compound	CD40 NFkB inh
Cc1nn(C(=O)c2cccs2)c(N)c1-c1ccccc1	-123
COc1ccccc1NC(=O)N1C[C@H]2[C@@H](c3ccccc31)[C@@H](CO)N2Cc1ccccc1F	6[25 µM]
COc1ccc(NC(=O)CN(C)C(=O)CNC(=O)c2ccc(C)s2)cc1	-9
CC(=O)Nc1c(C)ccc([N+](=O)[O-])c1C	3
COc1ccc(OC)c(NC(=O)c2ccc(-c3csc(C)n3)cc2)c1	-64
C[C@H](CO)N1C[C@H](C)[C@H](CN(C)C(=O)Nc2ccc(-c3cccs3)cc2)OCc2cn(nn2)CCCC1=O	-6[25 µM]
COc1cccc(CNC(=O)C[C@H]2CC[C@@H]3[C@H](COc4ccc(NC(=O)c5cccs5)cc4C(=O)N3C)O2)c1	2[25 µM]
O=C(OCc1nc(-c2ccccc2)oc1COC(=O)c1ccco1)c1ccco1	-11
CS(=O)(=O)Nc1ccc2c(c1)[C@H]1C[C@@H](CC(=O)NCc3cc(F)ccc3F)O[C@@H](CO)[C@H]1O2	-3[25 µM]
COc1ccc2[nH]c3c(NCCN4CCCCC4)ncnc3c2c1	-5

The listing continues.
compound	CD40 NFkB inh
COc1ccc(C(CNC(=O)c2ccc(N3CCCC3=O)cc2)N2CCCC2)cc1 (stereo unspecified)	-4
O=C(Nc1ccccn1)c1ccc(C(=O)c2ccccc2)cc1	-13
CC(=O)c1ccc(S(=O)(=O)Nc2ccc(S(=O)(=O)N3CCCCC3)cc2)cc1	3
CC12CCC(C(=O)NCCN3CCCCC3)(CC1=O)C2(C)C (stereo unspecified)	8
CN(CC(=O)Nc1cccc(F)c1)CC(=O)NC(c1ccccc1)c1ccccc1	5
Cc1cc(C(=O)N/N=C/c2ccc3c(c2)OCO3)c(C)o1	-58
COc1cccc(S(=O)(=O)N2CC[C@@H]3[C@H](CO)Nc4ccc(C#Cc5ccccc5)cc4[C@@H]32)c1	-3
Cc1cccc(C)c1NC(=O)CN(C)C(=O)c1ccccc1C(=O)N(C)Cc1ccccc1	13
C[C@H](O)C#Cc1ccc([C@@H]2[C@H]3CN(C(=O)c4cccc(F)c4)CCCCN3[C@H]2CO)cc1	1[25 µM]
CCOC(=O)C1(C)CCCN(C(=O)c2cc(C)on2)C1 (stereo unspecified)	6

More compounds.
SMILES | CD40 NFkB inh
CCN(CC(=O)Nc1ccccc1C(F)(F)F)C(=O)CN1C(=O)NC2(CCCC2)C1=O | 7
CCCCCc1c(O)c2ccccc2[nH]c1=O | 0
Cc1ccc2nc(NC(=O)CSc3nc(=O)n(CCN(C)C)c4c3CCCC4)sc2c1 | 9
CCOc1cccc2sc(=NC(=O)CCS(=O)(=O)c3ccc(F)cc3)n(C)c12 | 9
COc1ccccc1C(=O)Nc1ccc2c(c1)C(=O)N(C)C[C@@H](OC)[C@@H](C)CN(C(C)=O)[C@H](C)CO2 | -9[25 µM]
COc1ccc(OCc2cc(C(=O)N3CCN(CC4CC4)CC3)no2)c(Cl)c1 | -86
CCC(C)c1ccc(NC(=S)NCc2ccccn2)cc1 (stereo unspecified) | -2
O=C(NCc1ccco1)c1ccc2ccccc2c1 | 1
COC(=O)COc1ccsc1C(=O)OC | 4
Cc1cc(C)c(C#N)c(N2CCN(C(=O)C3COc4ccccc4O3)CC2)n1 (stereo unspecified) | 3
COc1ccc(NS(=O)(=O)c2ccc3c(c2)Cc2ccccc2-3)cn1 | 5
CN1c2ccccc2C(C)(C)C12CC(c1cccc(S(=O)(=O)N3CCCC3)c1)=NO2 (stereo unspecified) | 12

Following part
SMILES | CD40 NFkB inh
CC(C)(O)C#Cc1ccc([C@@H]2[C@H]3CN(Cc4ccccc4F)CCCCN3[C@H]2CO)cc1 | -8[25 µM]
O=C(N/N=C/c1ccc(C(F)(F)F)cc1)c1ccc(O)cc1 | -37
CN(c1ccc(C(=O)N2CCCCC2)cc1)S(=O)(=O)c1ccccc1 | 8
O=C(CN1CCN(Cc2ccc3c(c2)OCO3)CC1)Nc1ccc(N2CCOCC2)cc1 | 1
Cc1ccc(C(=O)Nc2ccccc2N2CCCC2)s1 | -5
CCOc1cc(Br)c(C(=O)O)cc1OC | 20
Cc1csc(=O)n1CC(=O)OCC(=O)c1c(N)n(CC(C)C)c(=O)n(C)c1=O | 5
CN(C)CC#Cc1ccc([C@H]2[C@@H](CO)N(C(=O)C3CCC3)[C@H]2C#N)cc1 | -6
Cc1cc(C(=O)COC(=O)c2nc3nccc(C)n3n2)c(C)n1CC1CCCO1 (stereo unspecified) | -24
COc1ccc(S(=O)(=O)Nc2ccc3c(c2)C(=O)N([C@@H](C)CO)C[C@@H](C)[C@H](CN(C)C(=O)Nc2c(C)noc2C)OCCCC[C@H](C)O3)cc1 | -3[25 µM]
CCOC(=O)c1[nH]c2ccc(OC)cc2c1NC(=O)CN1CCN(c2ccccn2)CC1 | -8
C/C=C/c1ccc([C@H]2[C@H](CO)N(C(C)=O)[C@H]2CNC(=O)CC2CC2)cc1 | 6

The list goes on.
SMILES | CD40 NFkB inh
c1cncc(-c2noc(C34CC5CC(CC(C5)C3)C4)n2)c1 | -61
C[C@@H]1CN([C@H](C)CO)C(=O)c2c(c3ccccc3n2C)-c2ccccc2CO[C@H]1CN(C)S(C)(=O)=O | -3
S=C(NCc1ccco1)N1CCN(c2ccccn2)CC1 | -3
C[C@@H](O)C#Cc1ccc([C@H]2[C@@H](CO)N3CCCCN(CC4CC4)C[C@H]23)cc1 | -12[25 µM]
C[C@@H]1CN([C@H](C)CO)C(=O)c2c(c3ccccc3n2C)-c2ccccc2CO[C@H]1CN(C)Cc1cccc(O)c1 | 9
CCC(C)Cn1cnc2c(SCc3ccccn3)nc(N)nc21 (stereo unspecified) | -12
Cc1ccc(S(=O)(=O)N(C)C[C@@H]2OCCCC[C@H](C)Oc3ccc(NS(=O)(=O)c4ccc(Cl)cc4)cc3C(=O)N([C@H](C)CO)C[C@@H]2C)cc1 | 8
O=C1CSC(=S)N1N=Cc1c(O)ccc2ccccc12 | -10
Cc1ccc(C(=O)Nc2ccccc2C(=O)N2CC3(C)CC2CC(C)(C)C3)cc1 (stereo unspecified) | 5
COc1cccc2c1cc1c(=O)n(CC(=O)NCCCc3ccccc3)nc(C)n12 | 11
CC1=CC(C)C(=O)N(CCN2CCOCC2)C(C)=C1 (stereo unspecified) | 11
Cc1ccc(C)c(NC(=O)CN(C)C(=O)c2ccccc2OCc2c(C)noc2C)c1 | 1

Other records:
SMILES | CD40 NFkB inh
Cc1ccc(S(=O)(=O)N2CCCCC2)cc1NC(=O)CCNC(=O)c1ccccc1 | 4
O=C(CCCc1cccs1)Nc1nccs1 | 4
C=C(C)C1CC=C(CN2CCC(C(=O)OCC)CC2)CC1 (stereo unspecified) | -2
CN(C)C(=O)c1ccc(Oc2ccc(C(=O)N(C)C)cc2)cc1 | -10
Cc1noc(C)c1S(=O)(=O)Nc1ccc2c(c1)CC(=O)N([C@H](C)CO)C[C@@H](C)[C@H](CN(C)C(=O)Nc1cccc3ccccc13)O2 | -11[25 µM]
O=C(CN1C(=O)COc2ccccc21)Nc1ccc(N2CCOCC2)cc1 | 7
COc1ccc(C(C)=O)cc1COC(=O)c1ccc(N)c([N+](=O)[O-])c1 | -2
COc1ccccc1N1CCN(CC(=O)Nc2ccc(S(=O)(=O)N3CCCCCC3)cc2)CC1 | 9
O=C(COC(=O)c1ccc2c(c1)OCCO2)NCc1ccccc1Cl | -15
O=C(CN1CCOCC1)Nc1cccc(C(=O)Nc2cccc(C(F)(F)F)c2)c1 | 0
CCN1C(=O)c2cccc3c(NC(=O)c4ccccc4)ccc1c23 | 19
O=C(NCCN1CCCC1)[C@@H]1[C@@H](CO)[C@@H]2Cn3c(cccc3=O)[C@H]1N2C(=O)c1ccccc1 | 1

Quoted from above for reference:
SMILES | CD40 NFkB inh
COc1cccc2c1cc1c(=O)n(CC(=O)NCCCc3ccccc3)nc(C)n12 | 11
CC1=CC(C)C(=O)N(CCN2CCOCC2)C(C)=C1 (stereo unspecified) | 11
Cc1ccc(C)c(NC(=O)CN(C)C(=O)c2ccccc2OCc2c(C)noc2C)c1 | 1
Cc1ccc(S(=O)(=O)N2CCCCC2)cc1NC(=O)CCNC(=O)c1ccccc1 | 4
O=C(CCCc1cccs1)Nc1nccs1 | 4
C=C(C)C1CC=C(CN2CCC(C(=O)OCC)CC2)CC1 (stereo unspecified) | -2
CN(C)C(=O)c1ccc(Oc2ccc(C(=O)N(C)C)cc2)cc1 | -10
Cc1noc(C)c1S(=O)(=O)Nc1ccc2c(c1)CC(=O)N([C@H](C)CO)C[C@@H](C)[C@H](CN(C)C(=O)Nc1cccc3ccccc13)O2 | -11[25 µM]
O=C(CN1C(=O)COc2ccccc21)Nc1ccc(N2CCOCC2)cc1 | 7
COc1ccc(C(C)=O)cc1COC(=O)c1ccc(N)c([N+](=O)[O-])c1 | -2
COc1ccccc1N1CCN(CC(=O)Nc2ccc(S(=O)(=O)N3CCCCCC3)cc2)CC1 | 9
O=C(COC(=O)c1ccc2c(c1)OCCO2)NCc1ccccc1Cl | -15
O=C(CN1CCOCC1)Nc1cccc(C(=O)Nc2cccc(C(F)(F)F)c2)c1 | 0
CCN1C(=O)c2cccc3c(NC(=O)c4ccccc4)ccc1c23 | 19
O=C(NCCN1CCCC1)[C@@H]1[C@@H](CO)[C@@H]2Cn3c(cccc3=O)[C@H]1N2C(=O)c1ccccc1 | 1

(continued)
SMILES | CD40 NFkB inh
CC(C)c1ccc(-c2noc(C3CCCN(C(=O)c4ccc(F)cc4F)C3)n2)cc1 (stereo unspecified) | -1
Cc1ccc(SCCCCN2CCNCC2)cc1 | -42
COc1ccc([C@H]2C/C=C\C[C@H](c3ccc4c(c3)OCO4)NC(=O)CCC(=O)N2)c(OC)c1 | 5[25 µM]
COCCCNCC(=O)Nc1sc(C)c(C)c1C(=O)OC | -5
C[C@H](O)C#Cc1ccc([C@@H]2[C@@H](CO)N3CCCCN(C(=O)c4ccc5c(c4)OCO5)C[C@@H]23)cc1 | -7[25 µM]
Cc1nn(-c2ccccc2)c(Cl)c1/C=C1\SC(=S)NC1=O | -11
N#C[C@H]1[C@@H](c2ccc(C3=CCCCC3)cc2)[C@@H](CO)N1S(=O)(=O)c1cccc(F)c1 | 7
Cc1ccc(NC(=O)Cn2nc(C(=O)O)c3ccccc3c2=O)cc1S(=O)(=O)N1CCOCC1 | 12
N#C[C@H]1[C@@H](c2ccc(C#CC3CCCCC3)cc2)[C@@H](CO)N1S(=O)(=O)Cc1ccccc1 | -11[25 µM]

Assay outcomes from PubChem.
